HCMV antiviral: inhibitors of human cytomegalovirus; HFF cells, HCMV-luciferase reporter, 72 h; stronger effect = lower value; activity change, negative = inhibition, % at 57.5 µM; 410,000 compounds, 4.5% hits; in the data active = activity change below about -60%; inconclusive = no clear call, values can overlap the other calls; inactive = above about -39%
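Two compound doses tested in HFFs infected with HCMV-luciferase, MOI 1 PFU/cell, 72 h at 37C. Lysate luminescence read with OneGlo; data normalized against buffer-only and 10uM Salinomycin inhibitor controls.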
Sm TGR block: blocks Schistosoma mansoni thioredoxin glutathione reductase. AID 485364. Potency, µM (titrated, usually from 114 µM), for inactives: at the highest dose activity change, negative = inhibition, actives largely listed as inhibitors. 360,000 compounds, 3% hits. purified TGR, DTNB reduction, TNB absorbance 405 nm. Q962Y6; also: potency is read from the fitted curve at half-maximal effect; nearly all actives have a fitted effect of over 60% in size
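Kinetic colorimetric format: TGR-catalysed, NADPH-driven DTNB reduction monitored via TNB absorbance. Enzyme dispensed at 20 nM; compound exposure 15 min at room temperature before reaction start.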
Giardia FBPA inh: inhibitors of Giardia lamblia fructose-1,6-bisphosphate aldolase | A8B2U2 | AID 2451 | Potency, µM (top dose mostly 59.6 µM), inactives show at the top dose activity, negative = inhibition, most hits filed as inhibitors | purified Giardia FBPA | 290,000 compounds, 0.71% hits; also: potency is read from the fitted curve at half-maximal effect; nearly all actives have a fitted effect of over 55% in size
Target sequence (A8B2U2 whole entry, looked up): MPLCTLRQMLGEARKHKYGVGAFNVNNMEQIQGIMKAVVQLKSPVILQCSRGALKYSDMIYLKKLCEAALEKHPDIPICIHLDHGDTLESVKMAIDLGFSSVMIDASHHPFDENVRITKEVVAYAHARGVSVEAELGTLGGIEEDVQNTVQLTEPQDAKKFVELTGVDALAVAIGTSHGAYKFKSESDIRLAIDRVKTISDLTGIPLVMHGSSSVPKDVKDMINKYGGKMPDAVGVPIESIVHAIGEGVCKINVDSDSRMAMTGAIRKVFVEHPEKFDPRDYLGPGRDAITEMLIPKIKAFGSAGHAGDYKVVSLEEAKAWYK
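40 nM FBPA preincubated 10 min at RT with compound (up to 57.5 uM final), then substrate plus GAPDH/TPI/NAD/arsenate coupling and diaphorase/resazurin added. Fluorescence read after 20 min at RT, 525/598 nm.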
AMA1 RON2 block: AMA1-RON2 (P. falciparum) interaction inhibition. 360,000 compounds, 0.2% hits. Potency, µM (top dose mostly 58.2 µM), for the others: top-dose activity change, negative = inhibition, usual class: inhibitors. AID 720542. AlphaScreen AMA1-biotinylated RON2 peptide binding;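 also: potency is read from the fitted curve at half-maximal effect; 0% = vehicle wells and -100% = peptide control; nearly all actives have a fitted effect of over 45% in size; some results filed as inactive show a strong effect at the top dose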
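AMA1 (3D7) with his tag at 25 nM final met compounds first, then biotinylated RON2 peptide at 25 nM; detection used donor plus acceptor beads, 10 µg/mL apiece, read by AlphaScreen after 30 min at room temperature.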
AmpC detergent: AmpC beta-lactamase inhibition with detergent present | P00811 | Potency, µM (doses to about 114 µM), inactives show top-dose activity change, negative = inhibition, hits mostly inhibitors | AmpC hydrolysis of nitrocefin, absorbance 480 nm, 0.01% Triton | 370,000 compounds, 0.041% hits;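 also: potency is read from the fitted curve at half-maximal effect; 0% = no-compound wells and -100% = no-enzyme wells; nearly all actives have a fitted effect of over 25% in size; some results filed as inactive show a strong effect at the top dose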
Target sequence (P00811 whole entry, looked up): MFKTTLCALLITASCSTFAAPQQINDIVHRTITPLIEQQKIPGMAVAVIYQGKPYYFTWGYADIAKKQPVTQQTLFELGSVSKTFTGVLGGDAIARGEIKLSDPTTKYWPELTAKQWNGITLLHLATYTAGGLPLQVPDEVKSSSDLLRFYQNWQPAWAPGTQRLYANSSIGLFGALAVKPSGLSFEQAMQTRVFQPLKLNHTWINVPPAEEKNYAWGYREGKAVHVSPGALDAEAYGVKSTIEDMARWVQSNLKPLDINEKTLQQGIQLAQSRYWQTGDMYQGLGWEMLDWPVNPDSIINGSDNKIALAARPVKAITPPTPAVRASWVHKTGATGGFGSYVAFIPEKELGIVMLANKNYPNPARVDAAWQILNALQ
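20 mM phosphate pH 7.0 + 0.01% (detergent screen) or 0.0001% Triton X-100; 5.3 nM AmpC reagent; cpd preinc 15 min RT; nitrocefin (800 uM stock) to start; A480 q20 s × 4 min; Activity was normalised to no-enzyme and no-compound control wells.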
AmpC no deterg: inhibitors of E. coli AmpC beta-lactamase without detergent; Potency, µM (top dose mostly 57.1 µM), without a hit: at the highest dose activity change, negative = inhibition, actives largely listed as inhibitors; P00811; AmpC nitrocefin hydrolysis, absorbance 480 nm, 0.0001% Triton; 330,000 compounds, 0.52% hits;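 also: potency is read from the fitted curve at half-maximal effect; plate controls were no compound for no effect and no enzyme for full effect; nearly all actives have a fitted effect of over 20% in size; some results filed as inactive show a strong effect at the top dose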
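AmpC (5.3 nM in the dispensed reagent) in 20 mM phosphate pH 7.0 with 0.01% (detergent screen) or 0.0001% Triton X-100 was preincubated with compounds for 15 min at room temperature. Nitrocefin was then added from an 800 uM solution, and hydrolysis was followed at 480 nm.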
* marks the source's active call; other numbers are inactive results; ? = inconclusive; . = no result given; & = joins results of further samples; [ ] = dose if it differs, or a comment. Unless noted, calls follow the shape of the dose curve; as a rule, active = well fitted curve in the direction sought with a large enough effect; inconclusive = small, poorly fitted or top-dose-only effect, or another doubt; inactive = no such curve, though single readings can be large; an effect the other way counts as inactive or inconclusive. Unless noted, % is scaled to controls: 0 for no effect and ±100 for the full control effect.

1) O=C(NCC1CCCN1S(=O)(=O)c1cccs1)c1cccc([N+](=O)[O-])c1 (stereo not drawn)
2) COc1cc(C(=O)OCC(=O)Nc2sccc2C(N)=O)cc(OC)c1OC
3) CS(=O)(=O)Nc1ccc(C(=O)NC2CCCC2)cc1
4) CCSc1nc2[nH]ncc2c(=O)[nH]1
5) COc1ccc(-c2nc3ncccc3o2)cc1NC(=O)c1cccs1
6) OC1(C#CCN2CCCC2)CCCCC1
7) CN(C)c1nc(C(N)=O)nc(N2CCOCC2)n1
8) CCOC(=O)Cn1c(=NC(=O)CC)sc2c(C)cc(C)cc21
Screen / compound no.	1	2	3	4	5	6	7	8
HCMV antiviral	-20	52	1	24	-20	6	-13	-1
Sm TGR block	-9%	-2%	0%	2%	6%	-10%	-4%	0%
Giardia FBPA inh	.	2%	3%	2%	9%	?	0%	-11%
AMA1 RON2 block	-5%	-3%	-2%	7%	7%	0%	-3%	0%
AmpC detergent	-19%	-8%	-3%	1%	3%	?	-19%	1%
AmpC no deterg	-39%	-14%[11.4 µM]	-4%	-16%	-5%	-14%	-7%	-15%

Compound profiles, from the list above.
Record of O=C(NCC1CCCN1S(=O)(=O)c1cccs1)c1cccc([N+](=O)[O-])c1 (stereo not drawn) = HCMV antiviral = -20; Sm TGR block = -9%; Giardia FBPA inh = .; AMA1 RON2 block = -5%; AmpC detergent = -19%; AmpC no deterg = -39%
Record of CCOC(=O)Cn1c(=NC(=O)CC)sc2c(C)cc(C)cc21 = HCMV antiviral = -1; Sm TGR block = 0%; Giardia FBPA inh = -11%; AMA1 RON2 block = 0%; AmpC detergent = 1%; AmpC no deterg = -15%
Record of COc1cc(C(=O)OCC(=O)Nc2sccc2C(N)=O)cc(OC)c1OC = HCMV antiviral = 52; Sm TGR block = -2%; Giardia FBPA inh = 2%; AMA1 RON2 block = -3%; AmpC detergent = -8%; AmpC no deterg = -14%[11.4 µM]

Given with bars between the fields: part of the list above
nr | smiles | HCMV antiviral | Sm TGR block | Giardia FBPA inh | AMA1 RON2 block | AmpC detergent | AmpC no deterg
4 | CCSc1nc2[nH]ncc2c(=O)[nH]1 | 24 | 2% | 2% | 7% | 1% | -16%
5 | COc1ccc(-c2nc3ncccc3o2)cc1NC(=O)c1cccs1 | -20 | 6% | 9% | 7% | 3% | -5%
6 | OC1(C#CCN2CCCC2)CCCCC1 | 6 | -10% | ? | 0% | ? | -14%
7 | CN(C)c1nc(C(N)=O)nc(N2CCOCC2)n1 | -13 | -4% | 0% | -3% | -19% | -7%

More results.
9) COc1ccc(C(=O)NNC(=O)CCn2nnc(-c3ccc(C)cc3)n2)cc1OC
10) CCOC(=O)Cc1csc(NC(=O)c2cccnc2)n1
11) CCOc1ccccc1NC(=O)c1cccc2c1C(=O)N(C1CCCCC1)C2
12) CCCCn1c(N)c(N2CCOCC2)c(=O)n(CC(=O)NCCc2ccccc2)c1=O
13) Cc1ccc(C(=O)C2CCN(C(=O)c3ccc(C)cc3)CC2)cc1
14) O=C(CN1C(=O)c2cccc([N+](=O)[O-])c2C1=O)NCc1ccccc1
15) O=C(Cn1cc(S(=O)(=O)c2ccc(F)cc2)c(=O)c2cc3c(cc21)OCO3)Nc1ccccc1
16) CCOC(=O)C(C)Sc1nnc(Cc2cc(=O)[nH]c(=O)[nH]2)n1-c1ccc(Cl)cc1 (stereo not drawn)
Screen / compound no.	9	10	11	12	13	14	15	16
HCMV antiviral	-6	-17	5&4	16	.	3	-27	.
Sm TGR block	-20%	1%	-16%&5%	14%	-18%	2%	-7%	0%
Giardia FBPA inh	6%	-2%	.	1%	9%	-3%	.	-5%
AMA1 RON2 block	119%[activator]	4%	-3%	8%	28%	-8%	.	32%[activator]
AmpC detergent	-8%	?	1%&1%	2%	-8%	?	-1%	?
AmpC no deterg	-13%	-2%	5%	-27%	38%	-7%	.	-28%

17) Cc1ccc(CNC(=O)c2cn(C)c3ccc(S(=O)(=O)N(C)C4CCCCC4)cc3c2=O)cc1
18) COc1ccc(CNC(=O)c2cc3c(=O)n4cccc(C)c4nc3n(CC3CCCO3)c2=N)cc1 (stereo not drawn)
19) O=C(c1ccc2ccccc2c1)N1CCCCC1
20) Cc1ccc(CNC(=O)C2CCCN(c3nc4ccsc4c(=O)s3)C2)cc1 (stereo not drawn)
21) Cc1cccc(CS(=O)(=O)Cc2ccc(C(=O)NCCCN3CCCC3)o2)c1
22) Cc1ccc(S(=O)(=O)Nc2ccc3nc(-c4cccc(Cl)c4)oc3c2)cc1
23) COc1ccc(/C=N/n2cnnc2)cc1Br
24) O=C(CSc1nnc(-c2ccc(Cl)cc2)o1)N1CCN(c2ccccc2)CC1
Screen / compound no.	17	18	19	20	21	22	23	24
HCMV antiviral	23	-13	5	-14	6	?	42	.
Sm TGR block	1%	-15%	-3%	6%	-24%	0%	-6%	2%
Giardia FBPA inh	.	.	-8%	0%	?	.	3%	4%
AMA1 RON2 block	.	20%	-4%	-4%	-4%	.	-6%	.
AmpC detergent	-6%	-2%	-14%	4%	-7%	-5%	-7%	-4%
AmpC no deterg	.	-9%	-28%	-32%	66%[activator]	.	-2%	-56%

25) Cc1c(NC(=O)C(C)Sc2nnc(-c3ccccc3)o2)c(=O)n(-c2ccccc2)n1C (stereo not drawn)
26) CCN(CC)C(=O)c1[nH]cnc1C(=O)Nc1cccc(Cl)c1
27) COc1cc(F)ccc1S(=O)(=O)N1CCN(Cc2ccccc2)CC1
28) Cc1ccc(N(Cc2ccccc2)C(=O)c2cc(S(=O)(=O)N3CCOCC3)ccc2N2CCCC2)cc1
29) CN(C)S(=O)(=O)c1cccc(COC(=O)CNC(=O)c2ccc(Br)o2)c1
30) Cc1cnc(C(=O)Nc2ccccc2-c2nnn(CC(=O)NC3CCCC3)n2)cn1
31) Cc1cc(SCC(=O)c2ccccc2)nc(=O)[nH]1
32) CCOC(=O)c1cc2c(C)nn(-c3ccccc3)c2s1
Screen / compound no.	25	26	27	28	29	30	31	32
HCMV antiviral	16	-17	-9	-61*	-6	-20	0	80
Sm TGR block	-14%	-33%	0%	4%	-6%	0%	-19%	-3%
Giardia FBPA inh	4%	.	-8%	.	.	1%	-4%	3%
AMA1 RON2 block	27%	27%	-4%	?	25%	-2%	69%[activator]	-4%
AmpC detergent	?	1%	-19%	-1%	-3%	-8%	4%	?
AmpC no deterg	-16%	-8%	-1%	44%	-6%	-9%	-14%	-10%

33) Cc1cc([N+](=O)[O-])ccc1NC(=O)COc1nsnc1N1CCOCC1
34) CNC(=O)c1c(NC(=O)c2cccc(N3C(=O)CCC3=O)c2)sc2c1CCCC2
35) COC(=S)Nc1cccc(C(F)(F)F)c1
36) CNC(=S)/N=C/NOCc1c(Cl)cccc1Cl
37) C[C@H](NS(=O)(=O)c1ccccc1)C(=O)OCC(=O)NC(=O)Nc1ccc2c(c1)OCCO2
38) COc1ccc(-c2nnn(CC(=O)N(CCCN3CCOCC3)C(C(=O)NC3CCCC3)c3ccc(C)o3)n2)cc1 (stereo not drawn)
39) Cc1ccc(CSc2ncc(Cl)c(C(=O)Oc3ccc(F)cc3)n2)cc1
40) COc1ccccc1Nc1nn2c(=O)c3ccc(C(=O)NCCc4ccccc4)cc3nc2s1
Screen / compound no.	33	34	35	36	37	38	39	40
HCMV antiviral	104	3	31	73	105	-30	-12	-99*
Sm TGR block	-2%	1%	5%	-19%	-13%	.	11%	1%
Giardia FBPA inh	-4%	-5%	-7%	-12%	-8%	4%	.	.
AMA1 RON2 block	-14%	12%	29%	1%	13%	0%	.	.
AmpC detergent	?	-1%	-4%	-9%	-2%	1%	23%	21%
AmpC no deterg	-16%	143%[activator]	-21%	-32%	-14%	243%[activator]	.	.
